Screens: PubChem, National Center for Advancing Translational Sciences (NCATS)
EPAC1 antag = qHTS for Antagonist of cAMP-regulated guanine nucleotide exchange factor 3 (EPAC1): primary screen; Rap guanine nucleotide exchange factor 3 (Homo sapiens), O95398; EPAC1 GEF assay, Rap1b-BODIPY-GDP exchange fluorescence; Potency, µM (doses to about 115 µM), inactives show top-dose activity change, negative = inhibition, hits mostly inhibitors; 0.14% of 360,000 active; AID 720709, 2013;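 also: plate controls were vehicle for no effect and positive control for full effect; nearly all actives have a fitted effect of over 50% in size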
FUS suppressor = qHTS for Suppressors of FUS Proteinopathy: Primary screen using FUS-linked yeast assay. S. cerevisiae FUS-expressing, growth rescue, OD600, 24 h. Potency, µM (series often up to 76.6 µM), inactives show at the highest dose growth rescue (activation), usual class: activators. 0.24% of 390,000 active. AID 1347120, 2019;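 also: plate controls were DMSO vehicle for no effect and reference control for full effect; nearly all actives have a fitted effect of over 55% in size; some results filed as inactive show a strong effect at the top dose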
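S. cerevisiae expressing FUS from galactose induction served as the toxicity model. Growth after 24hr at 30C, read as absorbance at 600 nm, indicates suppression of toxicity; compounds dosed at several concentrations.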
EPAC1 agonist = qHTS for Agonist of cAMP-regulated guanine nucleotide exchange factor 3 (EPAC1): primary screen; Potency, µM (doses to about 154 µM), inactives show top-dose activation, hits mostly activators; 0.073% of 360,000 active; EPAC1 agonist qHTS, biochemical assay; response scale: 100% = response to 6.5 mM cAMP; Rap guanine nucleotide exchange factor 3 (Homo sapiens), O95398; also: nearly all actives have a fitted effect of over 60% in size
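EPAC1 100 nM, Rap1B–BODIPY-GDP 250 nM, unlabeled GDP 50 uM; compound titration; 5 min RT; kinetic read ex480/em540 at 5-min intervals ×30 min; data normalized to 6.5 mM cAMP agonist control.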
TDP43 rescue = qHTS of TDP-43 Inhibitors. TDP-43 expressing yeast growth rescue, BacTiter-Glo, 24 h. Potency, µM (highest dose often 46.1 µM), inactives show at the highest dose growth rescue (activation), hits mostly activators. 1.8% of 410,000 active. AID 652104, 2013; also: % of control where 0% means no effect; nearly all actives have a fitted effect of over 50% in size
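Galactose-induced TDP-43 yeast, OD600=0.02, compound pinned; 24 hr, 30 deg C; BacTiter-Glo luminescence for growth. Inhibitors of TDP-43 toxicity read as activators.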
EPAC2 agonist = qHTS for Agonist of cAMP-regulated guanine nucleotide exchange factor 4 (EPAC2): primary screen. 0.079% of 360,000 active. EPAC2 activation, biochemical qHTS; response scale: 100% = 6.5 mM cAMP response. Potency, µM (highest dose often 154 µM), for inactives: at the highest dose activation, usual class: activators; also: nearly all actives have a fitted effect of over 50% in size
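Setup: EPAC2 100 nM, labeled Rap1B complex 250 nM, free GDP 50 uM. Compound titrations pinned in, brief spin, 5 min room temperature incubation. Kinetic fluorescence read over 30 min, normalized to 6.5 mM cAMP.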
EPAC2 antagonist = qHTS for Antagonist of cAMP-regulated guanine nucleotide exchange factor 2 (EPAC2): primary screen. Potency, µM (doses to about 114 µM), inactives show top-dose activity, negative = inhibition, actives largely listed as inhibitors. AID 720708, 2013. 0.18% of 360,000 active. Rap guanine nucleotide exchange factor 4 (Homo sapiens), Q8WZA2. EPAC2 GEF exchange of Rap1B-BODIPY-GDP, fluorescence; also: % is scaled to controls: 0 for no effect and ±100 for the full control effect; nearly all actives have a fitted effect of over 45% in size; many of its hits are not listed in these tables
PTHR1 ag = qHTS for PTHR1 Agonists: Primary Screen. Parathyroid hormone/parathyroid hormone-related peptide receptor (Homo sapiens), Q03431. HEK293 GP2 PTHR1 cells, GloSensor cAMP luminescence, 1 h. Potency, µM (highest dose often 115 µM), for inactives: at the top dose activation, usual class: activators. 0.075% of 410,000 active. AID 743266, 2014; also: nearly all actives have a fitted effect of over 55% in size; some results filed as inactive show a strong effect at the top dose; inactives centre near -15; many of its hits are not listed in these tables
Target sequence (Q03431 whole entry, looked up): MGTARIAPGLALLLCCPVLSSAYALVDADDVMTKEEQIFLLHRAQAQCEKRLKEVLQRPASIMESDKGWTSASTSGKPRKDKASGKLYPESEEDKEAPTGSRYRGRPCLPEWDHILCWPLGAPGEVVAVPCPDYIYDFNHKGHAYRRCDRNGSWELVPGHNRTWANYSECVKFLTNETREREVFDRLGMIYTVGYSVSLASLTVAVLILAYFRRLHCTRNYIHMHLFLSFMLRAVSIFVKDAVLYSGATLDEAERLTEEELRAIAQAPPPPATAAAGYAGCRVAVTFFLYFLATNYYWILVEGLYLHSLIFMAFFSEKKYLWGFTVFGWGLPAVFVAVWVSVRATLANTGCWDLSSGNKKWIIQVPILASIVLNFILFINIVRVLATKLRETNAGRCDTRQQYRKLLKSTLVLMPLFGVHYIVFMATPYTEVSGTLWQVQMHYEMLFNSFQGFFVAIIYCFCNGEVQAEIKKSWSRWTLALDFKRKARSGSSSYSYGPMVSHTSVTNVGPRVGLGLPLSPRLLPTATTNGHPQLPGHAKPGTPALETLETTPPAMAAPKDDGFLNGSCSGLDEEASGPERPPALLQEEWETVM
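HEK-293-derived GP2 cells expressing PTHR1 and a GloSensor cAMP reporter, 3,000/well, plated overnight, given luciferin plus IBMX (each 0.5 mM as added) for 1 h at 37 °C, then compound for 1 h at 37 °C. Luminescence was read after 15 min at room temperature.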
aSyn yeast inh = qHTS of alpha-syn Inhibitors; Yeast expressing alpha-synuclein, growth rescue, BacTiter-Glo, 24 h; Potency, µM (doses to about 46.1 µM), without a hit: at the highest dose growth rescue (activation), usual class: activators; 0.14% of 370,000 active; AID 652106, 2013; also: % of control where 0% means no effect; nearly all actives have a fitted effect of over 65% in size
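Rescue of yeast growth: cells expressing toxic alpha-synuclein, induced in galactose at OD600 0.02, incubated with compound 24 h at 30 C. ATP luminescence quantified growth; inhibitors of toxicity appear as activators.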
* marks the source's active call; other numbers are inactive results; i = inactive; ? = inconclusive; · = not tested or not shown; [ ] = dose if it differs, or a comment. Calls follow the shape of the dose curve; as a rule, active = well fitted curve in the direction sought with a large enough effect; inconclusive = small, poorly fitted or top-dose-only effect, or another doubt; inactive = no such curve, though single readings can be large; an effect the other way counts as inactive or inconclusive. Potency is read from the fitted curve at half-maximal effect. A portion of the library. The share of hits here may be higher or lower than overall.

Screens in order: EPAC1 antag	FUS suppressor	EPAC1 agonist	TDP43 rescue	EPAC2 agonist	EPAC2 antagonist	PTHR1 ag	aSyn yeast inh
C=CCNC(=O)N1CCCC(N2CCN(c3ccccc3OC)CC2)C1 (centres undefined)
 : -18%	-3%	4%	2%	5%	0%	-25%	5%
CC(C)c1ccc(N(CC(=O)Nc2ccc(S(=O)(=O)N3CCOCC3)cc2)S(C)(=O)=O)cc1
 : 0%	?	5%	2%	2%	-4%	-31%[inhibitor]	-12%
Cc1cccc(CSCCNC(=O)c2ccc(N(C)S(=O)(=O)c3ccccc3)cc2)c1
 : 10%	17%	17%	0%	13%	22%	-2%[57.5 µM]	-4%
O=C(O)CC(c1ccccc1)N1C(=O)c2ccccc2C1=O (centres undefined)
 : -17%	-7%	-10%	-1%	9%	4%	i	0%
CCOC(=O)N1CCN(c2nc3ccccc3nc2C(C#N)S(=O)(=O)c2ccc(C)cc2)CC1 (centres undefined)
 : 9%	·	14%	0%	-2%	-3%	-20%	3%
CN1C=C/C(=C\c2cc[n+](C)c3ccccc23)c2ccccc21
 : -14%	-31%	-8%	-35%[inhibitor]	5%	4%	-70%	-38%[inhibitor]
COc1ccc(C2CC(=O)C=C3c4ccc(OC)cc4CCC32)cc1 (centres undefined)
 : 16%	-11%	-8%	7%	0%	-29%	-4%	11%
O=C(CSc1ncccn1)NC(=O)NCc1ccco1
 : -5%	28%	-2%	-15%[0.397 µM]	2%	-8%	-2%	-3%
COc1cccc(OCCCN2CCN(S(=O)(=O)c3ccc(NC(C)=O)cc3)CC2)c1
 : -4%	27%	14%	-23%	12%	-5%	i	0%
COc1cc(OC)cc(-c2nnc(SCC(=O)N3CCCCC3)o2)c1
 : -4%	0%	-1%	?	-3%	-7%	-28%	3%

Results in TDP43 rescue and aSyn yeast inh (2 entries from above):
| compound | TDP43 rescue | aSyn yeast inh |
| --- | --- | --- |
| CC(C)c1ccc(N(CC(=O)Nc2ccc(S(=O)(=O)N3CCOCC3)cc2)S(C)(=O)=O)cc1 | 2% | -12% |
| Cc1cccc(CSCCNC(=O)c2ccc(N(C)S(=O)(=O)c3ccccc3)cc2)c1 | 0% | -4% |

(list continues)
Screens in order: EPAC1 antag	FUS suppressor	EPAC1 agonist	TDP43 rescue	EPAC2 agonist	EPAC2 antagonist	PTHR1 ag	aSyn yeast inh
O=C(CN1CCN(CC(=O)Nc2ccccc2C(F)(F)F)CC1)Nc1ccccc1F
 : 4%	-22%	-14%	10%	-14%	-3%	i	-1%
Cc1ccsc1C(=O)N1CCC1(C)C(=O)NS(=O)(=O)c1ccccc1 (centres undefined)
 : 28%	-18%	-16%	-4%	1%	9%	-5%	-5%
O=C1C(Cc2ccc3[nH]ccc3c2)NC(=S)N1c1ccccc1 (centres undefined)
 : -4%	6%	4%	11%	8%	-6%	i	5%
COc1cc(CN2C[C@@H](CO)O[C@@H](n3cnc4c(NCCN(C)C)ncnc43)C2)cc(OC)c1OC
 : -7%	-5%	-10%	0%	11%	-3%	-1%	0%
COc1ccc(S(=O)(=O)Cc2ccc(C(=O)NCCc3ccc(S(N)(=O)=O)cc3)o2)cc1
 : -6%	-22%	3%	4%	8%	13%	i	-8%
CCNC(=O)c1ccc(=O)n(Cc2ccc(Cl)cc2Cl)c1
 : 14%	19%	7%	-4%	3%	-26%	-12%	0%
CCOC(=O)C1CCCN(C(=O)COc2ccc(N(C)S(=O)(=O)c3ccc(F)cc3)cc2)C1 (centres undefined)
 : 3%	13%	1%	9%	2%	-4%	-31%[inhibitor]	8%
COc1ccccc1CN(C)C(=O)COC(=O)c1ccc(Cl)nc1
 : -4%	2%	6%	6%	-4%	6%	-14%	6%
Cn1c(NNC(=O)c2ccc(C(C)(C)C)cc2)cc(=O)n(C)c1=O
 : -16%	-29%	7%	3%	1%	-1%	i	4%
Cc1cccc(OCCCn2c(CCNC(=O)C3CCCCC3)nc3ccccc32)c1
 : ·	18%	·	-1%	·	·	i	6%
CCN(CC)C(=O)c1ccc(S(=O)(=O)Cc2ccc(C)cc2)c([N+](=O)[O-])c1
 : 7%	-22%	-4%	-6%	12%	21%	i	-2%
CC(C)C(=O)N1CCN(c2ccc(NC(=O)c3ccc([N+](=O)[O-])o3)cc2Cl)CC1
 : -24%	20%	-3%	-91%[inhibitor]	5%	-2%	-25%	-62%[inhibitor]
Cc1ccc2cccc(OCC(=O)Nc3ccc(N4CCOCC4)cc3)c2n1
 : -18%	19%	-6%	-21%	0%	15%	-35%[inhibitor]	-10%
Cc1ccc(NC(=O)C2CCC2)cc1S(=O)(=O)N1CCCCCC1
 : ?	10%	9%	-14%	5%	-2%	-15%	0%
O=C(Nc1cc(=O)[nH]c2nc(-c3ccccc3)nn12)c1ccccc1Cl
 : 7%	0%	5%	-19%	18%	0%	-49%	6%
Cc1ccccc1S(=O)(=O)Cc1ccc(C(=O)NC2CCCCC2C)o1 (centres undefined)
 : -27%	0%	4%	-16%	3%	-7%	-12%	1%
COc1ccc(S(=O)(=O)Nc2cccc3c2O[C@H](CN(C)C(=O)Nc2c(C)noc2C)[C@@H](C)CN([C@H](C)CO)C3=O)cc1
 : -1%	17%	1%	21%	5%	4%	i	2%
CCCCN(C(=S)SC)C1CCS(=O)(=O)C1 (centres undefined)
 : 14%	15%	5%	16%	15%	-5%	i	-1%
CCCn1c(NC(=O)CCNC(=O)c2ccccc2Cl)nc2ccccc21
 : 1%	-7%	7%	23%	6%	-2%	-6%	-1%
CCc1ccc(-c2ccc3nnc(SC)n3n2)cc1
 : -5%	12%	1%	16µM*	3%	-1%	i	0%
COC(=O)c1cc(OC)c(OC)cc1-n1cnc2cc(OC)c(OC)cc2c1=O
 : -8%	13%	4%	-4%	10%	-1%	-14%[57.5 µM]	3%
Cc1ccc(OCCC(=O)Nc2c(C)n(C)n(-c3ccccc3)c2=O)cc1
 : 5%	-9%	-3%	4%	-9%	-6%[57.1 µM]	-4%[57.5 µM]	-12%
O=C1NC(c2ccccc2)=C(c2ccc3ccccc3n2)C(c2ccccc2)N1 (centres undefined)
 : -19%	10%	6%	-13%	5%	-15%	-15%	-2%
O=C(NCc1cccs1)C1CC(=O)N(c2ccc(F)cc2)C1 (centres undefined)
 : -13%	6%	2%	?	3%	0%	i	5%
COc1ccc(OC)c(C(=O)c2coc3ccc(OC(C)=O)cc23)c1
 : -3%	36%	5%	-15%[0.397 µM]	2%	?	-40%[inhibitor]	19%
COCCN(C(=O)COC(=O)CCC(=O)c1cccs1)c1c(N)n(Cc2ccccc2)c(=O)[nH]c1=O
 : -1%	-3%	2%	-10%	4%	22%	i	2%
COc1ccc(-c2nc(Cn3c(SCc4ccccc4F)nc4ccncc43)c(C)o2)cc1
 : ?	19%	-13%	13%	4%	-5%	i	2%
CCCCNC(=S)N/N=C/c1ccc(C)s1
 : 3%	·	-15%	?	-6%	11%	-3%	1%
O=C(CSc1nnc(-c2cccs2)n1Cc1ccco1)Nc1ccc2c(c1)OCO2
 : -6%	-8%	-8%	8%	7.9µM*	6%	i	2%
CCOc1ccccc1N1CCN(C(=O)c2c(C)noc2C)CC1
 : 3%	9%	-1%	-16%	-6%	10%	i	-9%
O=C(NCCNc1ccc(Cl)cc1[N+](=O)[O-])c1ccccc1F
 : -23%	-16%	5%	0%	7%	2%	-10%	21%
O=C(C1CCC1)N1CCc2cc(S(=O)(=O)NCc3cccnc3)ccc21
 : -6%	8%	4%	22%	2%	-2%	-35%[inhibitor]	0%
CC1(C)CC(=O)C2=C(C1)Nc1ccccc1N1C(=O)c3ccccc3C21 (centres undefined)
 : 8%	14%	3%	-12%	-4%	8%	i	3%
CC(C)(C)OC(=O)C[C@@H]1C/C=C\C[C@@H](CC(=O)N[C@H](CO)Cc2ccccc2)C(=O)NC[C@@H](c2ccccc2)OC1=O
 : -9%	25%	-11%	2%	-5%	11%	0%	1%
COc1ccc(OC)c2[nH]c(=O)c(CCNC(=O)c3ccc(S(=O)(=O)N4CCCC4)cc3)cc12
 : -8%	·	5%	-4%	3%	-12%	-7%	-10%
O=C(NNC(=O)c1ccccc1F)c1ccc(Cl)c(S(=O)(=O)N2CCOCC2)c1
 : ?	-3%	1%	6%	7%	-4%	-73%[inhibitor]	-6%
NC(=O)N(N)c1nc(N2CCCC2)nc(N2CCCC2)n1
 : -27%	-13%	12%	8%	6%	7%	-40%[inhibitor]	-7%
O=C(CCNS(=O)(=O)c1ccc(Br)cc1)NCCCSc1ccccc1
 : -18%	25%	-1%	25%	13%	-10%	-42%[inhibitor]	13%
Cn1nccc1C(=O)N1CCN(C23CC4CC(CC(C4)C2)C3)CC1
 : 0%	-12%	13%	3%	4%	0%	i	0%
Cc1ccc(S(=O)(=O)N2CCC(=O)CC2)cc1
 : 7%	3%	0%	7%	1%	4%	-21%	3%
CCCc1cc(=O)oc2cc(OCC(=O)NC(Cc3ccc(Cl)cc3)C(=O)O)ccc12 (centres undefined)
 : 11%	14%	-16%	13%	7%	-16%	-22%	-1%
Cc1ccc(CNC(=O)c2cc(-c3cc(C)cc(C)c3O)n[nH]2)cc1
 : -13%	-2%	-6%	5%	-8%	1%	i	-2%
O=C(NNc1cccc(Cl)c1)c1cccnc1Cl
 : 4%	-23%	10%	21%	-4%	8%	-24%	12%
CCc1cc(C(=O)NC2CCCN(Cc3ccccc3F)C2)n(C)n1 (centres undefined)
 : 6%	22%	-2%	4%	1%	-5%	-24%	-1%
COC(=O)[C@H](CCSC)NC(=O)Nc1cc(C)ccc1C
 : 8%	-2%	-4%	16%	2%	15%	i	6%
Cc1cc(C)c2nc(NNC(=O)c3ccc(S(=O)(=O)N4CCc5ccccc5C4)cc3)sc2c1
 : 1%	?	-32%[inhibitor]	5%	-6%	4%	-1%	11%
CCOc1ccc(CCNC(=O)COC(=O)Cc2ccc(OC)c(OC)c2)cc1OCC
 : -1%	7%	-2%	-4%	-4%	-4%	i	2%
CC(=O)N1CCc2cc(S(=O)(=O)Nc3ccccc3N3CCN(C)CC3)ccc21
 : -2%	-2%	-20%	23%	0%	-12%	-3%	-1%
